# Jurkat NFkB inh – lowers PMA/ionomycin-induced NF-kB signal in Jurkat cells; PMA/ionomycin-induced NF-kB luciferase reporter, luminescence; AID 435003; inhibition, % at 4 µM; 330,000 compounds, 0.53% hits; in the data active means inhibition above about 50%
# tim23-1 inh – growth inhibitors of tim23-1 mutant yeast. inhibition, % at 20 µM. 330,000 compounds, 1.3% hits. AID 463212. S. cerevisiae tim23-1 growth, BacTiter-Glo luminescence, 24 h;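 active means growth inhibition of the mutant yeast at or above 50%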;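 further: temperature-sensitive mutant grown at 25 °C; plate controls were DMSO-treated mutant yeast for no effect and medium wells lacking yeast for full effect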
# UPR CHOP act – apoptotic UPR (CHOP) activation | CHO-CHOP luciferase reporter, luminescence; percent of tunicamycin response over DMSO baseline | activation, % at 10 µM | 330,000 compounds, 0.34% hits | AID 449763;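 active means at 10 µM dose, activation of 40% or more, normalized to positive control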;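 further: 100% = tunicamycin at 10 µg/mL and 0% = DMSO alone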
#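 Evaluation: % reporter activation, DMSO baseline versus tunicamycin full activation; System: CHO-CHOP luciferase reporter cell line; Input: 500 cells/well; Incubation: 6 h compound treatment, 37 °C; Measured by: Steady-Glo luciferase luminescence; Dosing: one dose, 10 µM in 0.5% DMSO; Buffer or medium: F12 medium, 10% FBS; Benchmarks: positive tunicamycin 10 µg/mL, negative DMSO alone.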
# 697 NFkB inh – inhibitors of the PMA/ionomycin-induced NF-kB reporter in 697 B cells; inhibition, % at 4 µM; 697 B-cell NF-kB luciferase reporter, 16 h; 330,000 compounds, 0.33% hits; in the data active means inhibition above about 35%
# APJ antagonist – blocks the human apelin receptor APJ; CHO-K1 APJ beta-arrestin complementation, luminescence; inhibition, % at 20 µM; 330,000 compounds, 0.32% hits;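 active means inhibition above about 40% at 20 µM, limit read from the data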;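 further: cells challenged with 10 nM apelin-13 agonist together with compound; plate controls were apelin-13 plus DMSO wells for no effect and DMSO wells lacking apelin-13 for full effect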
# Mdm2 MdmX PPI – inhibitors of human Mdm2/MdmX interaction | SaOS-2 split-luciferase Mdm2/MdmX complementation, luminescence | inhibition, % at 8 µM | 330,000 compounds, 3% hits;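 active means inhibition of at least 50% at 8 µM in the primary screen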
# Target sequence (O15151 whole entry, looked up): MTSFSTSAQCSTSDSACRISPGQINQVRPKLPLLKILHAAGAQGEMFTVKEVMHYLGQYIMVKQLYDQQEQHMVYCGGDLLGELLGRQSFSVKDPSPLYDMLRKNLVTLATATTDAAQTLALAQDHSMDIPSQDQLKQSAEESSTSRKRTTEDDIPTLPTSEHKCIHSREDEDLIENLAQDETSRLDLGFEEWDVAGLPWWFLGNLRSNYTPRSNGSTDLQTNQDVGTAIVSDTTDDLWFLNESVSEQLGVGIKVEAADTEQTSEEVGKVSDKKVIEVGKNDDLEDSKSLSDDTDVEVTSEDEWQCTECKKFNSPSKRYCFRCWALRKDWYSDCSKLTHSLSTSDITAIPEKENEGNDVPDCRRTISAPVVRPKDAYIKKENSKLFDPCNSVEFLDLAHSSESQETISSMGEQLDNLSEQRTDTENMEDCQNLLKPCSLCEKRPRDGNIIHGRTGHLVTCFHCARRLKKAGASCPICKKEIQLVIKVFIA
# Target sequence (Q00987 whole entry, looked up): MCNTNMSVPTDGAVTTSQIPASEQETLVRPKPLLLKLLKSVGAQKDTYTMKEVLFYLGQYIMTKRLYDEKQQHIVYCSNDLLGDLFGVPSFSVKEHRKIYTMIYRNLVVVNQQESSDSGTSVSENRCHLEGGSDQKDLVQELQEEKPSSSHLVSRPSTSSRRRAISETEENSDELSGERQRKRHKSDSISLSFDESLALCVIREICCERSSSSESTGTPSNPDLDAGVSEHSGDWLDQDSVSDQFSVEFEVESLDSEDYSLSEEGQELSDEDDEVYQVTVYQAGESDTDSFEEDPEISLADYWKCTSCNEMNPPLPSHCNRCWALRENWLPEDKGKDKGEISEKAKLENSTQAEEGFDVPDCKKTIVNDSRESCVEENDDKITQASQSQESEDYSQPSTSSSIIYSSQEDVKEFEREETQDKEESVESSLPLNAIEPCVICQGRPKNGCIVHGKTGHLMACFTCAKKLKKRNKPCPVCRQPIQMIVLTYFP
# XBP1 UPR activ – adaptive UPR (XBP1) activation; CHO-XBP1 luciferase reporter, IRE1-XBP1 UPR activation, luminescence; percent of tunicamycin response, DMSO as zero; activation, % at 20 µM; 330,000 compounds, 0.33% hits; AID 463104;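 active means versus positive control, 20 µM dose yields 30% or more activation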;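 further: 100% = tunicamycin at 10 µg/mL and 0% = DMSO only wells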
#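 incubation = overnight seeding at 37 °C, 6 h compound treatment at 37 °C | assay system = CHO-XBP1 cells stably carrying IRE1-XBP1-driven luciferase reporter | input = 1000 cells per well | detection = luciferase luminescence | dosing = single point, 20 µM final compound, 1% DMSO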
# APJ agonist – activates the human apelin receptor APJ; P35414; CHO-K1 APJ PathHunter beta-arrestin, luminescence; 0% DMSO wells, 100% apelin; activation, % at 20 µM; 330,000 compounds, 0.11% hits; AID 2520;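 active means activation more than six SD over the plate average, tested at 20 µM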;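 further: 0% = DMSO alone and 100% = apelin-13 at 10 nM; some results filed as inactive read as strong as hits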
#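 Assay system: CHO-K1 APJ beta-arrestin complementation cell line / Compound: single test compound dose, 20 µM final, 1% DMSO / Times: overnight seeding, 90 min compound at 25 °C, 1 h detection / Technique: beta-gal luminescence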
# * marks the source's active call; other numbers are inactive results. Rows were taken by chance; about 5% have a hit in one of these screens.
mol	Jurkat NFkB inh	tim23-1 inh	UPR CHOP act	697 NFkB inh	APJ antagonist	Mdm2 MdmX PPI	XBP1 UPR activ	APJ agonist
CCN(CC)C(=O)C1CCC(CNS(=O)(=O)c2cccc3nsnc23)CC1 (configuration not stated)	-10	18	1.4	-33	13	12	-6	-4
COc1ccccc1OCC(=O)NCCSCc1cccc(Cl)c1	-8	22	1.0	-3	-16	-13	2	-1
Cc1ccc(-n2nc(C)c(C(=O)Nc3cccc(C(=O)NC4CC4)c3)n2)c(C)c1	15	28	-0.9	-3	-44	23	-1	-1
Cc1cccc(N(CC(=O)NC2CC2)S(=O)(=O)c2ccc(Cl)cc2)c1	10	5	1.3	24	12	4	-1	-3
COC(=O)C1=C(C)N(C)C(=S)NC1c1ccc(Cl)cc1 (configuration not stated)	-13	8	-1.0	-21	-3	20	-1	-1
CC(=O)OCC(=O)[C@@]12OC(C)(C)O[C@@H]1CC1C3C[C@H](F)C4=CC(=O)C=CC4(C)[C@@]3(F)C(O)CC12C (some centres not stated)	18	-8	-1.8	-11	19	-5	-5	-3
O=C(NC(Cc1cccc(F)c1)C(=O)O)C1CCCCC1 (configuration not stated)	5	6	2.1	13	9	-33	-2	-1
Cc1ncc([N+](=O)[O-])n1CCOC(=O)c1ccc(Cl)cc1Cl	3	20	1.2	17	8	-6	-2	-5
O=C(O)c1ccc2c3c(ncnc13)-c1ccccc1C2=O	5	20	1.6	9	-51	31	1	6
COc1ccc2c(c1OC)C(=O)N(c1ccc3c(c1)CCC3)C2=O	-11	10	4.0	-58	9	-10	5	2
CCOc1cc(C(=O)NCc2ccc3c(c2)OCO3)cc(OCC)c1OCC	-13	19	1.2	9	8	15	2	-2
Cc1cccc(C)c1N1CCN(C(=O)c2ccc3c(c2)OCO3)CC1	-8	39	1.4	-49	-8	10	-3	-7
Cn1c(NCCN2CCOCC2)nc2c1c(=O)n(Cc1cccc(Cl)c1)c(=O)n2C	1	16	-3.3	-3	6	-4	-4	-2
CCn1c(CSc2nnc(-c3ccncc3)n2C)nc2cc(C(=O)O)ccc21	-3	14	-0.9	16	-38	2	-3	-6
CCNc1sc(S(C)(=O)=O)nc1S(=O)(=O)c1ccc(Cl)cc1	15	-6	2.3	0	2	2	2	-3

# The last 4 entries of the section above open the next one.
mol	Jurkat NFkB inh	tim23-1 inh	UPR CHOP act	697 NFkB inh	APJ antagonist	Mdm2 MdmX PPI	XBP1 UPR activ	APJ agonist
Cc1cccc(C)c1N1CCN(C(=O)c2ccc3c(c2)OCO3)CC1	-8	39	1.4	-49	-8	10	-3	-7
Cn1c(NCCN2CCOCC2)nc2c1c(=O)n(Cc1cccc(Cl)c1)c(=O)n2C	1	16	-3.3	-3	6	-4	-4	-2
CCn1c(CSc2nnc(-c3ccncc3)n2C)nc2cc(C(=O)O)ccc21	-3	14	-0.9	16	-38	2	-3	-6
CCNc1sc(S(C)(=O)=O)nc1S(=O)(=O)c1ccc(Cl)cc1	15	-6	2.3	0	2	2	2	-3
CCCCc1cc(=O)oc2cc(OCC(=O)Nc3ccccn3)ccc12	-47	-5	4.7	-63	22	-29	-1	-6
COc1ccc(OCC(=O)Nc2ccc3nc(C)sc3c2)cc1	13	-23	-0.4	-7	9	16	-5	-3
NS(=O)(=O)c1ccc(-c2ccc(/C=N/NC(=O)c3ccc([N+](=O)[O-])cc3)o2)cc1	-8	-11	-1.1	-5	-15	2	1	6
CCCc1cc(C(=O)N(C)CC(=O)Nc2ccc(OCC)c(OCC)c2)sc1C	4	6	0.1	-17	1	11	-1	8
O=C(c1ccc(Cl)cc1)c1cnc(Nc2ccccc2)s1	-70	10	4.5	-94	3	35	1	-2
Cc1cccc(N2CCN(C(=O)C3CCN(S(=O)(=O)c4c(C)noc4C)CC3)CC2)c1C	1	13	-0.2	-42	9	26	-5	1
COc1ccc2sc(-c3ccc(S(C)(=O)=O)cc3)c(C#Cc3cncn3C)c2c1	4	13	18	-23	-31	70*	11	7
Cc1ccc(C)c(CSc2ccc3nnc(-c4ccccn4)n3n2)c1	7	-40	-1.3	-53	-3	11	-3	-1
COc1cccc(C(=O)NC(=S)Nc2ccc(Cl)c(C(=O)O)c2)c1	-4	-7	-2.3	3	23	22	-1	-3
Cc1cc(SCC(=O)c2cccs2)n2nc(C)c(-c3ccc(Cl)cc3)c2n1	1	2	-1.5	1	24	47	1	0
Cc1c(Cl)cccc1-c1ccc(C(=O)N2CCN(c3ccc([N+](=O)[O-])cc3)CC2)o1	5	34	0.3	16	7	34	4	-3
Cc1nc2ccccc2c(=O)n1-c1cccc(NS(=O)(=O)c2ccccc2)c1	6	13	0.6	2	22	17	-1	5
CC1=Nn2c(nc3sc4c(c3c2=O)CCCC4)SC1	-23	29	2.4	-33	3	-4	0	-2
Cc1ccc(CNC(=O)CCNS(=O)(=O)c2ccc(Br)s2)cc1	15	18	0.7	6	-8	7	-2	-2
CN1CCCC(OC(=O)c2cc(Cl)cc(Cl)c2)C1 (configuration not stated)	-14	11	-0.8	9	-14	-21	0	-6

# Two compounds picked at random from those above, as already listed:
mol	Jurkat NFkB inh	tim23-1 inh	UPR CHOP act	697 NFkB inh	APJ antagonist	Mdm2 MdmX PPI	XBP1 UPR activ	APJ agonist
Cc1cc(SCC(=O)c2cccs2)n2nc(C)c(-c3ccc(Cl)cc3)c2n1	1	2	-1.5	1	24	47	1	0
Cc1nc2ccccc2c(=O)n1-c1cccc(NS(=O)(=O)c2ccccc2)c1	6	13	0.6	2	22	17	-1	5

# The results go on.
mol	Jurkat NFkB inh	tim23-1 inh	UPR CHOP act	697 NFkB inh	APJ antagonist	Mdm2 MdmX PPI	XBP1 UPR activ	APJ agonist
O=C(NCC(=O)N1CCCC1)c1ccc(Br)cc1	-13	11	1.8	3	4	0	-1	1
O=C(NCc1ccccn1)C1CCN(S(=O)(=O)c2ccccc2F)CC1	-5	4	3.0	3	15	20	-4	-3
Cc1ccc(C)c(Cn2c(C(C)O)nc3ccccc32)c1 (configuration not stated)	-12	-1	2.3	-7	3	-2	0	-2
COC(=O)CC1COc2ccccc2N1C(=O)c1ccc(Br)cc1 (configuration not stated)	5	20	-0.2	5	20	8	0	-3
CCOCCCNCC(=O)NCC1CCCCC1	1	-5	0.9	-6	-12	-3	1	-1
O=S(=O)(NC(=S)c1ccccc1)c1ccc(Cl)cc1	12	1	0.1	21	7	-21	-7	-1
Cc1nc2sc(C(c3cccs3)N3CC(C)CC(C)C3)c(O)n2n1 (configuration not stated)	-9	3	0.0	16	-3	29	2	-3
O=C(NNC(=S)Nc1ccc(Cl)c(Cl)c1)c1ccccn1	-1	18	7.7	20	16	79*	-1	-2
CCNC(=S)/N=C(/Nc1ccc(OC)cc1)Nc1nc(C)cc(C)n1	1	8	3.0	5	22	20	2	-1
CC(=O)Nc1ccc(NC(=O)COC(=O)c2c(C)nn(-c3ccccc3)c2C)cc1	-7	2	1.1	-3	-8	-8	-1	0
CCn1cc(C(=O)O)c(=O)c2cnc(N3CCN(C(=S)Nc4ccccc4)CC3)nc21	9	6	-0.5	6	16	15	0	-4
CN(C)c1ccc(C(O)P(=O)(OC2CCCCC2)OC2CCCCC2)cc1 (configuration not stated)	0	39	-3.3	3	-8	4	-2	-4
Cc1cnc(C(=O)N(CC(C)C)c2c(N)n(CC(C)C)c(=O)[nH]c2=O)cn1	-16	12	0.7	-21	-29	-22	-1	9
N/C(=N\OC(=O)Cc1ccccc1[N+](=O)[O-])c1cccc(Br)c1	-4	59*	5.4	-10	-59	27	0	6
Nc1ncc(Br)cc1S(=O)(=O)NCCC(=O)NCCc1ccccc1	-8	-15	1.1	7	-9	32	-5	2
CCn1nnnc1-c1ccc(OC)c(S(=O)(=O)NCCc2ccccc2)c1	2	-4	1.2	13	-2	18	1	-5
CCN1CCN(C(=O)c2cc(COc3ccc(C(C)=O)cc3OC)on2)CC1	-93	-17	7.7	-79	12	-107	-4	2
OCCC1CN(Cc2ccn[nH]2)CCN1Cc1ccc(F)c(F)c1 (configuration not stated)	2	4	1.1	10	9	-5	3	-5
Cn1c(=O)c2c(nc(Cc3ccccc3)n2C)n(C)c1=O	-23	3	-0.6	-4	0	-8	1	-4
Cc1ccc(CN2C(=O)c3ccccc3NC2c2ccccn2)cc1 (configuration not stated)	-17	24	0.8	-29	-3	-22	4	-2
O=C(c1ccc2nc(N3CCCCC3)sc2c1)N1CCN(Cc2ccc3c(c2)OCO3)CC1	-6	32	4.6	-50	-60	26	0	-1
COc1cc(NC(=O)C23CC4CC(C2)CC(n2nnc(C)n2)(C4)C3)c(OC)cc1Cl	2	30	1.0	-11	-5	17	-2	-1
CN(C)CC(CCC(CN(C)C)C(O)(c1ccccc1)c1ccccc1)C(O)(c1ccccc1)c1ccccc1 (configuration not stated)	65*	25	77*	11	27	100*	35*	-4
Cc1ccc(CN2C(=O)C(Cc3ccccc3)Nc3ncnc(N4CCN(c5ccccc5)CC4)c32)cc1 (configuration not stated)	16	24	5.5	6	74*	29	3	-21
CC1CC(C)CN(CCCNC(=O)c2ccc(CS(=O)(=O)Cc3cccc(Cl)c3)o2)C1 (configuration not stated)	5	-14	2.1	10	0	11	-3	1
COC(=O)C1CCN(C(=O)COC(=O)c2cccc(NS(=O)(=O)c3ccccc3)c2)CC1	-8	-3	1.3	-24	-39	4	-1	9
O=C(c1ccc(Cl)c(NC2=NC3CS(=O)(=O)CC3S2)c1)N1CCN(c2ccc(F)cc2)CC1 (configuration not stated)	-8	-23	0.1	2	7	9	-4	-1
O=C(O)c1ccc(-n2nc(C(F)(F)F)c3c2-c2ccoc2CC3)cc1	-1	14	1.2	-6	0	12	2	-1
CCOc1ccc(C(C)NC(=O)C2CCCC2)cc1 (configuration not stated)	6	-2	1.5	-2	-2	2	-3	-3
CCN(CC)CCn1c(=S)[nH]c2cc(C(=O)NCc3ccc(C)cc3)ccc2c1=O	0	-20	-0.2	1	18	20	1	0
O=C(CN1CSCC1=O)N1CCN(S(=O)(=O)c2ccc(Cl)cc2)CC1	2	12	-0.1	14	14	21	2	-2
O=C(CCCCCBr)N1CCC(CC2CC(c3cccc(Br)c3)=NO2)(C(=O)NCC2CCCCC2)CC1 (configuration not stated)	4	25	1.4	-4	16	5	2	-7
O=C(N/N=C/c1ccncc1)C1CC1C(=O)N/N=C/c1ccncc1 (configuration not stated)	3	8	-1.0	11	12	-5	-1	-2
O=C(OC(C(=O)O)C(OC(=O)c1ccccc1)C(=O)NCc1ccccc1)c1ccccc1 (configuration not stated)	-3	-2	2.4	3	5	-7	-2	-6
CC1(C)CC(=O)C2=C(C1)Nc1ccccc1N(C(=O)C1CC1)C2c1ccco1 (configuration not stated)	4	1	-1.8	4	2	-9	-1	-1
OC(CNCCNc1ncccc1C(F)(F)F)Cn1ccc2ccccc21 (configuration not stated)	1	-6	0.9	8	3	15	2	-4
Cc1ccc(C)c(Cn2cnc3c(oc4ccccc43)c2=O)c1	-5	20	2.3	-5	12	6	-1	-3
COc1ccc(NC(=O)COC(=O)CNC(=O)c2cccs2)cc1Cl	-3	6	0.0	21	-8	5	-1	-4
O=S(=O)(c1ccccc1)N1CCC2(CC1)OCCO2	-15	10	-1.3	12	8	1	-2	-2

# Source: PubChem (Sanford-Burnham Center for Chemical Genomics)
